Assay outcomes (PubChem BioAssay)
CCT modulator: cytosolic chaperonin activity modulation | purified chaperonin ATPase assay, HTRF ADP detection, 30 min | activity change, % (no concentration beside the values), hits read low | 0.3% of 360,000 active | AID 651819; in the data active = activity change below about -30%; note: % is set by controls: 0 for no effect and ±100 for the full control effect
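Enzyme 40 or 20 nM (batch-dependent) in Tris pH 7.4/KCl/MgCl2/DTT; cpd 76 uM single point; ATP 10 uM; 30 min 37 °C; Transcreener ADP HTRF detection, 30 min RT; ratio 665/615.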
PTHR1 ag: activates the human parathyroid hormone receptor PTHR1. Q03431. HEK293 GP2 PTHR1 cells, GloSensor cAMP luminescence, 1 h. Potency, µM (titrated, usually from 115 µM), inactives show top-dose activation, most hits filed as activators. 0.075% of 410,000 active; note: potency is the fitted concentration of half-maximal effect; nearly all actives have a fitted effect of over 55% in size; some results filed as inactive show a strong effect at the top dose; inactives centre near -15; many of its hits are not listed in these tables
Target sequence (Q03431 whole entry, looked up): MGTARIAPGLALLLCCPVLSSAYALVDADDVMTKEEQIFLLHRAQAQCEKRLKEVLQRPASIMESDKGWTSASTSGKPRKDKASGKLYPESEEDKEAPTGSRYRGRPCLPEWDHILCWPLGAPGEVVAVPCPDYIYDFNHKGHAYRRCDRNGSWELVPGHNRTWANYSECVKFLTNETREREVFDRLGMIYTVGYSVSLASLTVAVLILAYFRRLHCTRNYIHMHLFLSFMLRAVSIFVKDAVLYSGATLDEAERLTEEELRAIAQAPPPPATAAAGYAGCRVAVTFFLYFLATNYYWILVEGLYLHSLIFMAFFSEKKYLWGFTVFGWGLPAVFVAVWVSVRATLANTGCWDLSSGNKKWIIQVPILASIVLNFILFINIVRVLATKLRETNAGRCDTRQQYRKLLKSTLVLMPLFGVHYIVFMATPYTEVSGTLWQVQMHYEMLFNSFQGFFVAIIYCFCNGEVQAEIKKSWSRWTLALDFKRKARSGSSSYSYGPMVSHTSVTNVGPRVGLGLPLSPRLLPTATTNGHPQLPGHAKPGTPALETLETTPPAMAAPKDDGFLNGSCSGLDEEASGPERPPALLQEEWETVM
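HEK-293-derived GP2 cells expressing PTHR1 and a GloSensor cAMP reporter, 3,000/well, plated overnight, given luciferin plus IBMX (each 0.5 mM as added) for 1 h at 37 °C, then compound for 1 h at 37 °C. Luminescence was read after 15 min at room temperature.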
EPAC2 agonist: agonists of human EPAC2 (RAPGEF4); Potency, µM (doses to about 154 µM), for the others: at the highest dose activation, actives largely listed as activators; EPAC2 activation, biochemical qHTS; response scale: 100% = 6.5 mM cAMP response; 0.079% of 360,000 active; AID 720711; note: potency is the fitted concentration of half-maximal effect; nearly all actives have a fitted effect of over 50% in size
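Nucleotide exchange monitored as fluorescence drop when BODIPY-GDP leaves Rap1B. Reaction: 100 nM EPAC2, 250 nM RAP1B-BODIPY-GDP, 50 uM GDP, room temperature, kinetic read over 30 min. Activity expressed relative to 6.5 mM cAMP.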
EPAC2 antagonist: blocks human EPAC2 exchange factor | Q8WZA2 | EPAC2 GEF exchange of Rap1B-BODIPY-GDP, fluorescence | Potency, µM (series often up to 114 µM), inactives show at the highest dose activity, negative = inhibition, actives largely listed as inhibitors | 0.18% of 360,000 active; note: potency is the fitted concentration of half-maximal effect; % is set by controls: 0 for no effect and ±100 for the full control effect; nearly all actives have a fitted effect of over 45% in size; many of its hits are not listed in these tables
DRD3 antagonist: blocks the human D3 dopamine receptor. P35462. D3R cells, DiscoveRx beta-arrestin luminescence, antagonist mode; stronger effect = lower value. max response, negative = inhibition, %. 2.5% of 360,000 active; in the data active = max response below about -50%; inconclusive = no clear call, values can overlap the other calls; note: % is set by controls: 0 for no effect and ±100 for the full control effect; mostly tested at two doses, the higher about 12 µM
Target sequence (P35462 whole entry, looked up): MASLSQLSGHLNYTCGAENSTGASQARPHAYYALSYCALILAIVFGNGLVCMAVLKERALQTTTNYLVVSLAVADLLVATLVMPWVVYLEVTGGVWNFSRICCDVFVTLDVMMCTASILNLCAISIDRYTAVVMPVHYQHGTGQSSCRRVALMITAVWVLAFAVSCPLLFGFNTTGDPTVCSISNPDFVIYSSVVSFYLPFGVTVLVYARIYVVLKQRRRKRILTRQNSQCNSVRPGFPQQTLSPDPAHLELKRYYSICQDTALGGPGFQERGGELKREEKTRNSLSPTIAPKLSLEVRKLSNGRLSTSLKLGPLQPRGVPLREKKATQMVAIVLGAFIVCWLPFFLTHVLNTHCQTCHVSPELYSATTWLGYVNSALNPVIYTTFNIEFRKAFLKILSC
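Cells plated overnight at 1500 cells/well, then exposed to library compounds with dopamine controls for 90 minutes at 37 degrees C. DiscoveRx reagent added for 30–60 minutes at room temperature; luminescence read, quantitative HTS format.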
Mm-Cpn inhibitor: blocks the Methanococcus maripaludis chaperonin Mm-Cpn. 0.031% of 330,000 active. purified Mm-Cpn ATPase, ADP Transcreener TR-FRET. Potency, µM (doses to about 76.9 µM), for inactives: at the top dose activity, negative = inhibition, hits mostly inhibitors; note: potency is the fitted concentration of half-maximal effect; % is set by controls: 0 for no effect and ±100 for the full control effect; nearly all actives have a fitted effect of over 80% in size
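ATPase read-out: TR-FRET ADP immunoassay (anti-ADP Eu cryptate vs ADP-d2), ex 320 nm, em 590/665 nm; signal drops as ADP forms. Enzyme 25 nM, ATP 10 uM, 30 min at 37°C after 10 min compound preincubation.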
Akt phos inh: blocks phosphorylation of Akt; activity change, % for hits at 50 µM; AID 651550; Neuro2A IGF-stimulated pAkt S473 HTRF, 20 min; stronger effect = lower value; 0.32% of 360,000 active; in the data active = activity change below about -80%; inconclusive = mostly about -51% to -80%; note: % is set by controls: 0 for no effect and ±100 for the full control effect
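Neuro2A cells in DMEM with 0.5% FBS, overnight at 37 deg C, given compound at single 50 µM final, then IGF (6 nM final) for 20 min at 37 deg C. Lysed; phospho-Akt Ser473 by HTRF after 24 h, 665/615 ratio.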
DRD3 agonist: agonists of human D3 dopamine receptor. max activation, %. P35462. AID 652048. 0.58% of 410,000 active. D3R DiscoveRx beta-arrestin cells, luminescence, 90 min; in the data active = max activation above about 30%; note: 0% is about no effect; mostly tested at two doses, the higher about 12 µM
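Agonist-mode cell screen: cells plated at 1500/well and incubated overnight at 37 °C, then exposed to library compounds for 90 min at 37 °C. Detection reagent was added for 30–60 min at room temperature, and luminescence was read.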
Active calls of the source: *; i = inactive; ? = inconclusive; nt = not tested or not shown; [ ] = dose if it differs, or a comment. Unless noted, calls come from the whole dose curve; as a rule, active = well fitted curve in the direction sought with a large enough effect; inconclusive = small, poorly fitted or top-dose-only effect, or another doubt; inactive = no such curve, though single readings can be large; an effect the other way counts as inactive or inconclusive. The list is partial (hit frequency here may not be typical).

SMILES	CCT modulator	PTHR1 ag	EPAC2 agonist	EPAC2 antagonist	DRD3 antagonist	Mm-Cpn inhibitor	Akt phos inh	DRD3 agonist
COc1ccc(C(NC(=O)C2CCN(CCOc3ccc(Cl)cc3Cl)CC2)c2ccccc2C)cn1 (stereo not drawn)	1.0	-53.0%[inhibitor]	12.6%	9.6%	-77.2*	nt	i	-10.9
O=C1CCC[C@@H]2Cc3nc4ccccc4cc3[C@@H]3CCN1[C@H]23	3.5	-24.7%	3.4%	-3.1%	-17.4	nt	i	-11.8
COc1ccc(-n2nnnc2SCC(=O)NC(=O)Nc2ccc3c(c2)OCCO3)cc1	-0.9	i	8.2%	5.1%	12.7	0.3%	i	5.2
Cn1nc(C(F)(F)F)c(C#N)c1N1CCN(c2ccccn2)CC1	-3.8	i	20.1%	-4.4%	-5.6	-5.2%	i	2.2
Cc1ccc(C(=O)OCC(=O)Nc2sc3c(c2C#N)CCC3)cc1	-0.3	i	2.5%	6.9%	-3.6	-2.2%	i	6.1
CCC(C)(C)NC(=O)CN(Cc1ccc2c(c1)OCO2)C(=O)CCC(=O)Nc1cc(C)ccn1	-1.4	-12.7%	-5.9%	18.1%	2.4	-2.3%	i	29.0
CC(Oc1ccc2c3c(c(=O)oc2c1)CCCC3)C(=O)NCCN1CCOCC1 (stereo not drawn)	-1.2	i	8.2%	4.0%	7.6	-1.1%	nt	-0.8
COc1ccc(Cl)cc1S(=O)(=O)N1CCC(C(=O)NC2CC2)CC1	-1.7	-21.2%	3.1%	-2.8%	-16.4	0.5%	i	-9.2
O=C(COC(=O)c1cccs1)Nc1cccc(S(=O)(=O)NC2=NCCCCC2)c1	-1.6	i	-5.7%	6.6%	-7.0	-0.7%	i	1.0
CCOC(=O)c1c(NC(=O)COC(=O)c2c(C)noc2C)sc2c1CCC2	2.0	i	2.2%	-1.4%	28.5	-6.8%	i	0.5
O=C(OCc1cccs1)c1ccccc1NS(=O)(=O)c1ccc2c(c1)OCCO2	1.2	-5.0%[57.5 µM]	13.2%	-4.7%	13.1	-3.6%	i	-3.0
Cc1cc(C)c(OCC(=O)N2CC=C(c3ccccc3)CC2)c(C)c1	-0.1	i	-1.3%	?	17.6	-3.7%	i	3.6
Cc1ccc(N2C(=O)Cc3ccccc3C2=O)cc1	0.9	-0.2%	6.4%	-5.8%	8.7	-5.0%	i	-3.5
COc1cccc(C2=NOC(C(=O)Nc3cc(C)nn3-c3ccccc3)C2)c1OC (stereo not drawn)	-2.4	i	3.0%	9.8%	-26.2	-0.1%	i	-8.6
O=C(N/N=C/c1ccccc1O)/C(=C/c1ccccc1)CCO	-2.6	i	-4.2%	-2.6%	?	-1.7%	i	-4.5
COc1ccc2nc(SCC(=O)NCc3ccc4c(c3)OCO4)[nH]c2c1	1.1	-28.3%	-5.5%	-1.4%	?	1.1%	i	-4.9
Cc1ccc(S(=O)(=O)N(CC(=O)N2CCOCC2)c2ccc(Br)cc2)cc1	-2.0	-8.2%	6.1%	-13.3%	-9.0	1.6%	i	3.0
Cc1ccc(S(=O)(=O)N2[C@@H](Cc3ccccc3)CO[C@H]2CC(=O)OCc2ccccc2)cc1	nt	-24.9%	12.3%	11.9%	-24.9	nt	i	-9.1
COc1ccc(CNC(=O)CN(CC2CCCO2)C(=O)CNS(=O)(=O)c2ccc(F)cc2)cc1 (stereo not drawn)	0.1	-20.3%[57.5 µM]	-1.2%	6.0%	-5.4	-3.0%	i	0.9
C/C(=N\NC(=O)c1ccncc1)c1cccnc1	0.3	i	9.0%	-0.1%	-0.5	1.5%	i	0.4
O=C(Nc1ccc(Cl)cc1F)c1cc(S(=O)(=O)N2CCCCC2)ccc1F	-0.7	i	-3.1%	2.1%	1.3	-0.2%	i	10.4
O=[N+]([O-])c1ccc(N=Nc2ccc(O)cc2O)cc1	1.2	-24.9%	1.4%	-7.4%	10.3	1.0%	i	3.2
CC(C)NC(=O)N(C)C[C@@H]1OCc2cnnn2CCCC(=O)N([C@H](C)CO)C[C@@H]1C	-1.0	-22.3%	7.0%	8.3%	?	nt	i	-10.6
CCOC(=O)C1CCCN(C(=O)c2c(-c3ccccc3Cl)noc2C)C1 (stereo not drawn)	0.1	-1.0%[57.5 µM]	-3.9%	7.9%	5.3	0.2%	i	4.4
CC1(C(=O)NS(=O)(=O)c2ccc(Br)cc2)CCN1C(=O)CCc1ccccc1 (stereo not drawn)	-78.9*	22.1%	-12.2%	-24.8%	-5.3	nt	i	2.6
CC(C)(C)S(=O)N1Cc2cc(C(=O)O)nc(-c3cccc(-c4cc5ccccc5o4)c3)c2[C@H]1CCO (stereo partly drawn)	-1.0	-24.4%	6.1%	-3.1%	19.8	nt	i	3.5
Cc1ccc(OCC(=O)N(C)CC(=O)Nc2ccc(Cl)c(C(F)(F)F)c2)c([N+](=O)[O-])n1	1.6	-34.5%[inhibitor]	0.7%	?	-2.4	1.3%	i	-11.7
CCC(C(=O)NCCc1ccccc1OC)n1nc(C)c2c(C)n(-c3ccccc3)nc2c1=O (stereo not drawn)	-1.9	-15.4%	11.0%	-6.5%	-3.6	0.3%	i	-3.6
CSc1n[nH]c(N)c1S(=O)(=O)c1ccc(Cl)cc1	-0.6	-11.4%	3.3%	0.0%	0.0	2.7%	i	4.4
Cc1ccc(NC(=O)COC(=O)C2CC2)cc1S(=O)(=O)N1CCOCC1	0.0	-10.2%	-1.6%	-4.3%	20.7	0.0%	i	2.2
Cc1cccc(C(=O)NC2CCN(S(=O)(=O)c3ccccc3F)CC2)c1	-0.4	-10.7%	5.7%	-5.0%	15.2	3.3%	i	0.4
CC(C)(C)c1ccc(S(=O)(=O)NC(=O)C2(C)CCN2C(=O)Cc2ccc(Cl)cc2Cl)cc1 (stereo not drawn)	-0.4	i	-3.7%	10.1%	0.0	nt	i	-4.1
Cc1nc2ccccc2c(=O)n1NC(=O)COc1ccccc1	-1.3	-9.6%[57.5 µM]	6.3%	0.9%	12.6	1.3%	i	14.7
CCN1C(=O)/C(=C\c2ccc(F)cc2)N=C1SCC(=O)NCc1ccco1	-6.3	i	-2.4%	-2.1%	0.0	0.2%	i	-1.6
N/C(=N\OC(=O)Cc1ccccc1[N+](=O)[O-])c1ccncc1	-2.1	i	-6.1%	7.5%	6.1	0.7%	i	1.4
CCOc1ccccc1N(C)C(=O)CCS(=O)(=O)c1ccc2c(c1)NC(=O)C(C)S2 (stereo not drawn)	-2.0	i	-0.2%	-8.6%	14.1	-1.2%	i	4.3
CCOC(=O)c1cc(C)n(-c2c(C)n(C)n(-c3ccccc3)c2=O)c1C	0.5	36.3%[57.5 µM]	12.0%	5.4%	-20.7	1.4%	i	-10.6
O=S(=O)(N/N=C\c1ccc(-c2ccccc2Cl)o1)c1ccccc1	-1.3	i	-1.3%	-10.7%	-52.3*	-2.2%	i	2.1
CN(C(=O)c1ccccc1C(=O)OCC(=O)c1ccc(F)cc1)c1ccccc1	0.6	-23.2%	2.4%	-3.3%	-19.5	-0.4%	i	-1.5
COc1ccc(NC(=O)c2sc(=O)n(Cc3ccccc3C#N)c2C)cc1OC	-2.1	-7.4%	0.6%	10.2%	10.1	nt	i	16.7
COc1ccc(OC)c(NC(=O)COC(=O)/C=C/c2ccco2)c1	0.2	-10.5%	6.6%	11.9%	-14.5	2.3%	i	4.2
CCN(CC)S(=O)(=O)c1ccc(N2CCCC2)c(NC(=O)Cc2ccc(OC)cc2)c1	1.2	-12.6%	-5.9%	3.8%	-6.0	-0.8%	i	8.6
CC(NC(=O)c1cc(S(=O)(=O)N2CCCC2)cn1C)c1ccccc1 (stereo not drawn)	-0.8	-3.8%	1.4%	8.3%	0.0	1.1%	i	-3.7
Oc1ccc(C(=S)N2CCCCC2)cc1Cl	0.3	-20.5%[57.5 µM]	1.6%	1.5%	?	-0.7%	i	-13.5
Cc1ccc2c(c1)N(CC(=O)NCc1ccco1)C(=O)C(C(C)C)O2 (stereo not drawn)	-1.3	i	9.3%	-0.9%	15.9	1.8%	i	1.5
Cc1ccc(Cl)c(OCC(=O)N(C)CC(=O)Nc2ccc(N3CCOCC3)cc2)c1	-2.4	i	1.9%	4.8%	-13.1	0.9%	i	-12.6
COc1ccccc1C(=O)Nc1ccc(-c2nnn(CC(=O)N3CCOCC3)n2)cc1	-3.9	-21.9%	19.1%	2.9%	3.9	-5.8%	i	-13.1
CCCCOc1ccc(C(=O)Nc2cc(C)c(OCC(=O)N3CCOCC3)c(C)c2)cc1	0.4	i	1.7%	-0.8%	10.0	1.8%	i	3.1
COc1ccc(NC(=O)c2ccc(NC(=O)COC(=O)c3cnc(C)cn3)cc2)cc1	0.9	-11.1%	-2.0%	0.7%	9.8	1.3%	i	-5.4
Cc1cc(C)c(C#N)c(SCC(=O)Nc2ccc(S(=O)(=O)Nc3onc(C)c3C)cc2)n1	-0.7	-18.7%	2.4%	2.6%	-54.2*	0.3%	i	4.0

(listing goes on)
SMILES	CCT modulator	PTHR1 ag	EPAC2 agonist	EPAC2 antagonist	DRD3 antagonist	Mm-Cpn inhibitor	Akt phos inh	DRD3 agonist
CNC(=O)NC(=O)C(C)OC(=O)CCCc1nc2ccccc2s1 (stereo not drawn)	-1.1	i	1.9%	-4.3%	0.3	-5.4%	i	5.8
CCn1ncc(CN2CCC(C(=O)Nc3cccc(-c4cccc(F)c4)c3)CC2)c1C	0.8	-1.0%	7.4%	-0.6%	?	1.9%	i	-0.1
CCOC(=O)C1(CCCc2ccccc2)CCN(C(=O)c2ccoc2)CC1	2.8	-7.9%	-2.1%	-21.1%	4.6	-3.8%	i	-10.7
C=CCc1c(C)nc(SC)nc1Nc1ccc(C(C)=O)cc1	-2.1	-10.7%	29.8%	-0.9%	-11.3	?	i	6.1
CCC12CN3CCN(CC(C3)/C1=N\NC(=O)c1ccc(F)cc1)C2	-1.6	i	7.3%	1.3%	-28.2	1.9%	i	-7.3
COc1ccc(NC(=O)c2cc(S(=O)(=O)N3CCOCC3)cn2C)c(OC)c1	-0.9	i	3.0%	15.5%	-4.2	1.9%	i	-1.7
